ERa SRC1 pot = enhancers of ERα–SRC-1 coactivator binding, primary screen, biochemical, TR-FRET, ERα LBD, low estradiol; Estrogen receptor (Homo sapiens), P03372; TR-FRET ERalpha-LBD/SRC-Cy5 coactivator binding, 2 h; 100 = basal binding, no effect; coactivator binding (% of control), % at 25.6 µM; actives 1.3% (n = 86,000); in the data active means activity above about 200%;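 further: binding measured in presence of low estradiol as agonist stimulus; 0% = peptide alone without receptor and 100% = receptor with peptide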
Target sequence (P03372 whole entry, looked up, the tested form may be a part): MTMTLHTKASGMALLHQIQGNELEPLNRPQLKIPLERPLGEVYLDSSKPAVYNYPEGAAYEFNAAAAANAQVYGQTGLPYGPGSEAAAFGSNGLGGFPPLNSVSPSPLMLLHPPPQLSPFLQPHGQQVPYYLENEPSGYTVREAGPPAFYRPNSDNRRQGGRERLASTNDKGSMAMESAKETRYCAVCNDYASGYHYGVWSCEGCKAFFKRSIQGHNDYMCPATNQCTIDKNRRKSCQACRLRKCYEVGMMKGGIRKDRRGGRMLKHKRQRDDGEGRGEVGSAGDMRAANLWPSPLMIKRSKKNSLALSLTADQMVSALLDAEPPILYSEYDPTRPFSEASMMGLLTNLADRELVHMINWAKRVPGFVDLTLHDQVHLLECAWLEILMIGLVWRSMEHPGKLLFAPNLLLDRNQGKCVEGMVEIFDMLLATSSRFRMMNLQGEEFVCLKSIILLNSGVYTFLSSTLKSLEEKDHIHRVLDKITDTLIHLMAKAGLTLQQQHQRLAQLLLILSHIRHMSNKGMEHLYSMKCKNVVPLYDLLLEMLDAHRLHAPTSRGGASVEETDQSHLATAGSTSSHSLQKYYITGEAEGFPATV
CD11b adhes inh = inhibitors of CD11b/CD18 adhesion to fibrinogen, primary screen, K562 cells, luminescence; actives 0.54% (n = 93,000); Integrin beta-2 (Homo sapiens) + Integrin alpha-M (Homo sapiens), P05107+P11215; ATPlite luminescence; Mn2+ added to activate the integrin; inhibition, % at 10 µM;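 active means primary inhibition of 50% or more at 10 µM, then 40% or more on retest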; further: some results filed as inactive read as strong as hits
ERa coact inh = ERα–SRC-1 coactivator interaction inhibitors, primary screen, biochemical, TR-FRET, ERα LBD, estradiol-bound. TR-FRET ER-alpha LBD / SRC-1 peptide. Estrogen receptor (Homo sapiens), P03372. actives 1.7% (n = 86,000). inhibition, % at 25.6 µM; in the data active means inhibition above about 50%;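 further: 0% = receptor plus peptide control and 100% = peptide only without receptor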
H69AR growth 86K = proliferation blockers of H69AR lung cancer cells, primary screen, cell-based, human, 86K library; H69AR lung tumor viability, ATP luminescence, 72 h; hits give low values; actives 6% (n = 85,000); viability, % at 10 µM;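 active means viability at or below 40%; inactive means viability above 40%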;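 further: multidrug resistant small cell line overexpressing MRP-1 efflux transporter; 100% = mean luminescence of untreated control wells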
CYP2C19 act = human CYP2C19 activators, primary screen, biochemical, luminescence; Cytochrome P450 2C19 (Homo sapiens), P33261; recombinant CYP2C19, luciferin-H EGE luminescence; hits give high values; 0 = fully inhibited enzyme, 1 = untreated enzyme; activation factor at 5 µM; 96,000 tested, under 10 active; AID 1025, 2008;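 active means activation factor of at least 2 at 5 µM in the primary screen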;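 further: 0 = wells with 2.5 mM tranylcypromine and 1 = vehicle-only wells; values of inactives mirror those of a sister screen read the other way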
Target sequence (P33261 whole entry, looked up): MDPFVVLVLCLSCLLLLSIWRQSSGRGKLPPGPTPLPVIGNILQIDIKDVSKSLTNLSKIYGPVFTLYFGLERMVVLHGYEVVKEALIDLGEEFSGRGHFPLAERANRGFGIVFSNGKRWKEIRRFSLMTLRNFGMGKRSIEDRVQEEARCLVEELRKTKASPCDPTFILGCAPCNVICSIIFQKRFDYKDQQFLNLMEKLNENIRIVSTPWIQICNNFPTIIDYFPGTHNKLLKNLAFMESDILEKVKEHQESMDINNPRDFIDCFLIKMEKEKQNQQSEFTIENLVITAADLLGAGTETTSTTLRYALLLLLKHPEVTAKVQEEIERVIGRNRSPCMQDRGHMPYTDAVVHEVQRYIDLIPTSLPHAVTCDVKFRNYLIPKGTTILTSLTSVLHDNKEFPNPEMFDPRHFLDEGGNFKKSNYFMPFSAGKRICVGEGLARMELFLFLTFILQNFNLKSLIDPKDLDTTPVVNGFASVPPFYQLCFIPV
HUVEC prolif 384 = inhibitors of HUVEC proliferation, primary screen, cell-based, 384-well. CellTiter-Glo luminescence, 72 h; hits give low values. viability, % at 10 µM (by protocol). actives 1.1% (n = 86,000). AID 648, 2007;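 active means viability at or below 30%; inactive means viability above 30%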;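 further: 100% = median luminescence of DMSO-only cell control wells on each plate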
Mac1 fbg enh = enhancers of CD11b/CD18 adhesion to fibrinogen, primary screen, K562 cells, luminescence; ATPlite luminescence; actives 0.07% (n = 93,000); activation, % at 10 µM;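 active means 10 µM primary screen giving 50% or more activity, confirmed by 40% or more on retest at that dose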; further: strong numbers were not always called active
Fibroblast inh = antiproliferative effect on LL 47 fibroblasts – human, LL 47 cells, CellTiter-Glo luminescence, primary screen. LL 47 human lung fibroblast viability, ATP luminescence; hits give low values. viability, % at 10 µM. actives 1.1% (n = 85,000). AID 719, 2007;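 active means viability at or below 50% in the single dose screen; inactive means viability above 50%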;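 further: compound exposure lasted 72 h before the ATP readout; 100% = median luminescence of untreated cell-only wells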
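Material: Human LL 47 lung fibroblast cells | Input: 1,150 cells/well | Buffer or medium: IMEM plus 15% FBS | Compound dosing: 0.1% DMSO in all compound wells | Times: Overnight cell rest, 72 h compound treatment at 37 °C | Signal: CellTiter-Glo luminescence measuring cellular ATP | Measure: % viability versus median cells-only luminescence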
CYP2C19 inhib = blockers of cytochrome P450 2C19 activity – biochemical, luminescence, ADME assay, primary screen. CYP2C19 Supersomes, luciferin-H EGE luminescence, 30 min. inhibition, % at 5 µM. actives 21% (n = 96,000);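 active means CYP2C19 inhibition above a set limit at 5 µM in the primary screen, cut at about 50% in these data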;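 further: plate controls were negative control wells for no effect and 2.5 mM tranylcypromine positive control for full effect; values of inactives mirror those of a sister screen read the other way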
Starred values were filed as active, the others as inactive; [ ] = another dose, or the depositor's remark.

O=S(=O)(NCc1csc(-c2cccnc2)n1)c1ccc(Cl)s1 was read as ERa SRC1 pot 40[fluorescence artefact?], CD11b adhes inh -22, ERa coact inh 65*, H69AR growth 86K 81, CYP2C19 act 0.2, HUVEC prolif 384 106, Mac1 fbg enh 6, Fibroblast inh 98 and CYP2C19 inhib 76*.
For COC(=O)c1c(NC(=O)CCCC(=O)O)sc2c1CCC2 the results were ERa SRC1 pot 67, CD11b adhes inh -14, ERa coact inh 11, H69AR growth 86K 63, CYP2C19 act 1, HUVEC prolif 384 106, Mac1 fbg enh 1, Fibroblast inh 110 and CYP2C19 inhib 0.
For CCC(C(=O)NC(C)CCc1ccco1)n1nc(C)n2c(cc3occc32)c1=O (stereo not drawn) the results were ERa SRC1 pot 111, ERa coact inh -6, H69AR growth 86K 86, HUVEC prolif 384 88 and Fibroblast inh 97.
`O=S(=O)(NCCCN1CCN(c2ccccc2F)CC1)c1cccc2cccnc12` gave ERa SRC1 pot 96, CD11b adhes inh 2, ERa coact inh -3, H69AR growth 86K 92, CYP2C19 act 0.4, HUVEC prolif 384 104, Mac1 fbg enh -1, Fibroblast inh 93 and CYP2C19 inhib 55*.
Screening Cc1ccc(C)c(N(CC(=O)NC2CCCC2)C(=O)c2cc3cc4cc(C)ccc4nc3s2)c1 returned CD11b adhes inh -4, CYP2C19 act 1.1, Mac1 fbg enh 16 and CYP2C19 inhib -12.
Cc1cccc(C(=O)NC(=S)Nc2ccc(S(=O)(=O)N3CCN(C)CC3)cc2)c1 was read as CD11b adhes inh 1, CYP2C19 act 0.2, Mac1 fbg enh 3 and CYP2C19 inhib 79*.
`COc1cccc(N2C(=O)CC(N3CCN(S(=O)(=O)c4ccccc4)CC3)C2=O)c1` (stereo not drawn) gave ERa SRC1 pot 101, CD11b adhes inh 0, ERa coact inh -2[fluorescence artefact?], H69AR growth 86K 116, CYP2C19 act 1, HUVEC prolif 384 104, Mac1 fbg enh -2, Fibroblast inh 106 and CYP2C19 inhib 2.
For COc1c(Cl)cc(Cl)cc1CNCCNCCO the results were CD11b adhes inh -1, CYP2C19 act 1.1, Mac1 fbg enh 8 and CYP2C19 inhib -7.
Screening COc1ccc(CC(=O)NC(CC(=O)O)c2ccc(OC)cc2)cc1 (stereo not drawn) returned ERa SRC1 pot 120, CD11b adhes inh 36, ERa coact inh -7, H69AR growth 86K 93, CYP2C19 act 1.1, HUVEC prolif 384 89, Mac1 fbg enh -1, Fibroblast inh 95 and CYP2C19 inhib -14.
Screening Cc1ccc(OCC(=O)Nc2ccc3c(c2)nc2n3CCOC2)cc1 returned ERa SRC1 pot 166, CD11b adhes inh -8, ERa coact inh 4[fluorescence artefact?], H69AR growth 86K 90, CYP2C19 act 1, HUVEC prolif 384 91, Mac1 fbg enh -2, Fibroblast inh 105 and CYP2C19 inhib 4.
`CCCS(=O)(=O)N1CCCC(C(=O)NCCN2CCOCC2)C1` (stereo not drawn) gave ERa SRC1 pot 89, CD11b adhes inh -8, ERa coact inh 4, H69AR growth 86K 89, CYP2C19 act 1.1, HUVEC prolif 384 102, Mac1 fbg enh -1, Fibroblast inh 97 and CYP2C19 inhib -6.
For Cc1cc(NC(=O)CSc2nnc(COc3cccc(C)c3C)n2Cc2ccco2)no1 the results were ERa SRC1 pot 110, CD11b adhes inh 4, ERa coact inh -4, H69AR growth 86K 104, CYP2C19 act 0.9, HUVEC prolif 384 83, Mac1 fbg enh 18, Fibroblast inh 101 and CYP2C19 inhib 12.
O=C(CSc1nnc2scc(-c3ccccc3)n12)c1ccc2c(c1)OCCO2 was read as ERa SRC1 pot 437*[fluorescence artefact?], CD11b adhes inh -11, ERa coact inh -26[fluorescence artefact?], H69AR growth 86K 48, CYP2C19 act 1.1, HUVEC prolif 384 49, Mac1 fbg enh -4, Fibroblast inh 87 and CYP2C19 inhib -8.
`CCOCCn1c(CCCO)nc2ccccc21` gave ERa SRC1 pot 115[fluorescence artefact?], CD11b adhes inh -4, ERa coact inh -4, H69AR growth 86K 81, CYP2C19 act 1, HUVEC prolif 384 88, Mac1 fbg enh -1, Fibroblast inh 95 and CYP2C19 inhib 0.
`Cn1c(SCc2ccccc2Cl)nnc1-c1cnccn1` gave ERa SRC1 pot 112, CD11b adhes inh 6, ERa coact inh -3, H69AR growth 86K 84, CYP2C19 act 0.2, HUVEC prolif 384 109, Mac1 fbg enh -4, Fibroblast inh 102 and CYP2C19 inhib 77*.
CCOC(=O)c1c(NC(=O)c2nn(CC)cc2Br)c(C#N)nn1-c1ccccc1 was read as ERa SRC1 pot 129, CD11b adhes inh 8, ERa coact inh -10, H69AR growth 86K 40*, CYP2C19 act 0.4, HUVEC prolif 384 81, Mac1 fbg enh 5, Fibroblast inh 93 and CYP2C19 inhib 64*.
Cc1cc(NC(=O)CN2C(=O)NC(C)(c3ccccc3)C2=O)no1 (stereo not drawn) was read as ERa SRC1 pot 95, CD11b adhes inh 3, ERa coact inh 10, H69AR growth 86K 86, CYP2C19 act 0.9, HUVEC prolif 384 94, Mac1 fbg enh 1, Fibroblast inh 106 and CYP2C19 inhib 7.
For O=C(CCCNS(=O)(=O)c1cccc2nsnc12)NCc1ccccc1 the results were ERa SRC1 pot 128, CD11b adhes inh -4, ERa coact inh 7[fluorescence artefact?], H69AR growth 86K 97, CYP2C19 act 0.9, HUVEC prolif 384 97, Mac1 fbg enh 2, Fibroblast inh 99 and CYP2C19 inhib 9.
`O=C(COC(=O)c1ccncc1)Nc1cccc(Cl)c1` gave ERa SRC1 pot 85, CD11b adhes inh -11, ERa coact inh -1, H69AR growth 86K 93, CYP2C19 act 0.2, HUVEC prolif 384 92, Mac1 fbg enh 3, Fibroblast inh 94 and CYP2C19 inhib 78*.
COc1cc(NC(=O)Cn2nnc(-c3ccccc3N)n2)cc(OC)c1 was read as ERa SRC1 pot 113, CD11b adhes inh 1, ERa coact inh -8, H69AR growth 86K 30*, CYP2C19 act 0.6, HUVEC prolif 384 95, Mac1 fbg enh -1, Fibroblast inh 97 and CYP2C19 inhib 40.
`COC(=O)c1ccc(NC(=O)C2CC(=O)N(c3cc(C)ccc3C)C2)cc1` (stereo not drawn) gave ERa SRC1 pot 101, CD11b adhes inh -7, ERa coact inh -5, H69AR growth 86K 91, CYP2C19 act 0.9, HUVEC prolif 384 99, Mac1 fbg enh 0, Fibroblast inh 102 and CYP2C19 inhib 8.
`COc1cc(N/C(=N/S(=O)(=O)c2ccccc2)c2ccccc2)ncn1` gave ERa SRC1 pot 86, CD11b adhes inh 40, ERa coact inh 3, H69AR growth 86K 85, CYP2C19 act 1.1, HUVEC prolif 384 101, Mac1 fbg enh -3, Fibroblast inh 101 and CYP2C19 inhib -7.
`Oc1ccccc1-c1nc(NCC2CCCO2)c2ccccc2n1` (stereo not drawn) gave ERa SRC1 pot 85[fluorescence artefact?], CD11b adhes inh 10, ERa coact inh 3, H69AR growth 86K 36*, CYP2C19 act 0.9, HUVEC prolif 384 54, Mac1 fbg enh -3, Fibroblast inh 79 and CYP2C19 inhib 8.
COc1ccc(C2=CSC3=NCCN23)cc1F was read as ERa SRC1 pot 92, CD11b adhes inh -2, ERa coact inh 1, H69AR growth 86K 82, CYP2C19 act 0.8, HUVEC prolif 384 89, Mac1 fbg enh -2, Fibroblast inh 93 and CYP2C19 inhib 18.
`COc1ccc(C)cc1NC(=O)CN(c1ccccc1F)S(C)(=O)=O` gave ERa SRC1 pot 122, CD11b adhes inh -8, ERa coact inh -7, H69AR growth 86K 82, CYP2C19 act 0.6, HUVEC prolif 384 86, Mac1 fbg enh -3, Fibroblast inh 96 and CYP2C19 inhib 36.
`COCCn1cnc2c1c(=O)n(CC(=O)c1ccc3c(c1)OCCO3)c(=O)n2Cc1ccccc1` gave ERa SRC1 pot 164[fluorescence artefact?], ERa coact inh 7[fluorescence artefact?], H69AR growth 86K 96, HUVEC prolif 384 97 and Fibroblast inh 100.
Screening COC(=O)c1ccc(N2C(=O)CC(N(C)Cc3ccccc3)C2=O)cc1 (stereo not drawn) returned ERa SRC1 pot 116, CD11b adhes inh -18, ERa coact inh -8, H69AR growth 86K 99, CYP2C19 act 0.9, HUVEC prolif 384 86, Mac1 fbg enh 1, Fibroblast inh 98 and CYP2C19 inhib 6.
For COC(=O)c1cc(C(=O)OC)n(Cc2ccc(Br)cc2)n1 the results were ERa SRC1 pot 94, CD11b adhes inh 6, ERa coact inh -3, H69AR growth 86K 100, CYP2C19 act 0.1, HUVEC prolif 384 96, Mac1 fbg enh -3, Fibroblast inh 96 and CYP2C19 inhib 91*.
Screening O=S(=O)(/N=C(/Nc1cc(N2CCOCC2)ncn1)c1ccc(F)cc1)c1ccccc1 returned ERa SRC1 pot 94[fluorescence artefact?], CD11b adhes inh -18, ERa coact inh -1, H69AR growth 86K 85, CYP2C19 act 1, HUVEC prolif 384 113, Mac1 fbg enh -1, Fibroblast inh 104 and CYP2C19 inhib 2.
`O=C(CC1SC(=Nc2ccccc2)N(CCCO)C1=O)Nc1ccc(Cl)cc1` (stereo not drawn) gave ERa SRC1 pot 108[fluorescence artefact?], CD11b adhes inh -38, ERa coact inh 0, H69AR growth 86K 65, CYP2C19 act 0.3, HUVEC prolif 384 65, Mac1 fbg enh 0, Fibroblast inh 93 and CYP2C19 inhib 73*.
COc1cc(C2C(C(=O)c3ccco3)=C(O)C(=O)N2c2cc(C)on2)cc(Br)c1O (stereo not drawn) was read as ERa SRC1 pot 90[fluorescence artefact?], CD11b adhes inh -9, ERa coact inh 8, H69AR growth 86K 100, CYP2C19 act 1, HUVEC prolif 384 112, Mac1 fbg enh 1, Fibroblast inh 112 and CYP2C19 inhib 0.
`COCCCn1c(-c2ccc(OC)cc2)nc2nc3ccccc3nc21` gave ERa SRC1 pot 117, CD11b adhes inh 2, ERa coact inh -11, H69AR growth 86K 84, CYP2C19 act 1, HUVEC prolif 384 109, Mac1 fbg enh -1, Fibroblast inh 108 and CYP2C19 inhib 0.
CCCC(=O)N(Cc1cc2ccccc2[nH]c1=O)c1ccccc1OC was read as ERa SRC1 pot 130[fluorescence artefact?], CD11b adhes inh -6, ERa coact inh 2, H69AR growth 86K 105, CYP2C19 act 0.4, HUVEC prolif 384 111, Mac1 fbg enh -2, Fibroblast inh 109 and CYP2C19 inhib 65*.
For COc1ccc2c(c1)c1nc3ccccc3nc1n2CC(=O)OC(C)C the results were ERa SRC1 pot 109[fluorescence artefact?], CD11b adhes inh 0, ERa coact inh 24, H69AR growth 86K 18*, CYP2C19 act 0.9, HUVEC prolif 384 57, Mac1 fbg enh -7, Fibroblast inh 39* and CYP2C19 inhib 6.
COc1ccc(NC(=O)c2nc3nccc(C)n3n2)cn1 was read as ERa SRC1 pot 108, CD11b adhes inh 4, ERa coact inh -7, H69AR growth 86K 102, CYP2C19 act 1.1, HUVEC prolif 384 97, Mac1 fbg enh 0, Fibroblast inh 100 and CYP2C19 inhib -10.
